SSB-PriA inh: inhibitors of Klebsiella pneumoniae PriA binding to SSB C-terminal tail, primary screen, biochemical, AlphaScreen. PriA–SSB C-terminal tail interaction (Klebsiella pneumoniae). AlphaScreen SSBct-PriA binding, biotinylated peptide. inhibition, % at 33 µM. 430,000 tested, 0.6% active. AID 1272365, 2023; in the data active = inhibition mostly above about 37%, no sharp cut-off; inactive = mostly below about 20%;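 also: plate controls were negative control peptide for no effect and reference peptide for full effect; strong numbers were not always called active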
Active calls of the source: *; + = active, no number; & = joins results of further samples.

SMILES	SSB-PriA inh
O=C(CSCc1ccccc1)NN=Cc1cc2c(cc1Br)OCO2	-20
Cc1ccc(NC(=O)Nc2nc(C)c(C(=O)Nc3cccc(C)c3)s2)cc1	-19
COc1ccc2cc(-c3csc(NC(=O)COc4ccccc4)n3)oc2c1	-4
COc1ccc(N2CC(C(=O)Nc3nnc(-c4ccnn4C)o3)CC2=O)cc1 (stereo not given)	71*
Cc1nccn1Cc1ccc(C(=O)O)cc1	-16
COc1cc(C=NNC(=O)c2cccs2)ccc1OCc1ccccc1	-7
CS(=O)(=O)c1ccc(CC(=O)Nc2nnc(-c3ccc4c(c3)OCO4)o2)cc1	-20
CCOC(=O)c1c(NC(=O)C(C)Sc2c(C)[nH]c3ccccc23)sc2c1CCC2 (stereo not given)	4
Cc1nc(-c2ccccc2)sc1C(=O)NCCOc1ccc2nnc(-c3ccccc3)n2n1	10
COc1ccc(OC)c(NC(=O)CSc2nccn2-c2cccc(C(F)(F)F)c2)c1	10
CSc1nsc(NN=Cc2ccccc2)c1C#N	1
Cc1csc2nc(-c3ccc(NC(=O)c4ccccc4I)cc3)cn12	18
COc1ccc(OCC(=O)NCCOc2cccc(C(F)(F)F)c2)cc1	-11
COc1ccc(CC(=O)NCCn2ncc3c(=O)n(Cc4cccc(C)c4)cnc32)cc1	7
CC(=NNC(=O)c1ccc(N2CCCC2=O)cc1)c1ccccc1	-9
O=C1C2C3CC(C(Br)C3Br)C2C(=O)N1c1cccnc1 (stereo not given)	4
CC(=O)Nc1ccc(SCCCC(=O)Nc2ccc(OC(F)(F)F)cc2)nn1	9
Cc1nnsc1C(=O)N1CC(c2nc(-c3ccccc3)no2)C1	-3
O=S(=O)(NCC(O)c1cccs1)c1ccccc1Cl (stereo not given)	0
CCOc1cc(C=NNC(=O)c2cccnc2)ccc1OCc1ccc(C(=O)OC)o1	-14
COc1ccc(C)cc1S(=O)(=O)NCC1CCN(C(C)C)CC1	-12
Cc1cc(C)nc(SCc2c(C(=O)NCc3ccco3)nnn2-c2ccccc2)n1	-11&-2
O=C(CSc1nc(=O)n(CCCO)c2c1CCC2)Nc1ccc(F)c([N+](=O)[O-])c1	5
C=C(C)COc1ccc2oc(-c3ccccc3)c(C(=O)O)c2c1	-16
Cn1cc(C(O)CNC(=O)c2cc(Br)cs2)c2ccccc21 (stereo not given)	2
New compounds follow:
SMILES	SSB-PriA inh
O=C(N/N=C\c1ccccc1)c1ccccc1Br	-4
CC1Cc2ccccc2N1C(=O)c1cc(OCc2ccccc2)no1 (stereo not given)	-3
O=C(NCCNc1ccc(Nc2cccnc2)nn1)c1ccco1	-6
COc1ccc(Cl)cc1S(=O)(=O)NCC1CCN(Cc2ccccc2)CC1	-4&-2
Cc1cc(NN=Cc2ccccc2)nc(-c2ccccc2O)n1	13
COc1ccc(-c2noc(-c3cc(-c4cc(C)ccc4C)n[nH]3)n2)cc1OC	-11
Cc1cc(OC2CN(C(=O)c3cc4ccccc4[nH]3)C2)cc(=O)n1C	14
O=C(NCC1CCN(S(=O)(=O)c2cccnc2)CC1)c1cc(-c2ccccc2)on1	-24
Cn1nc(-c2cccs2)cc1C(=O)N1CCc2nc3ccccn3c(=O)c2C1	-15
Cc1cc(C)c2nc(N3CCN(C(=O)c4ccc(S(=O)(=O)N5CCCC5)cc4)CC3)sc2c1	-12
O=C(O)C1CN(C(=O)c2cnccn2)C1	-7
CN1CCN(c2nc3ccc(NC(=O)/C=C/c4cccs4)cc3s2)CC1	4
O=C(c1ccc(F)cc1Cl)N1CCCC(c2nnc(-c3ccsc3)o2)C1 (stereo not given)	-5
CSc1ccc(C(O)CNC(=O)c2cccn(C)c2=O)cc1 (stereo not given)	-10
O=C(Nc1cnc(N2CCN(c3ccccc3)CC2)nc1)c1c(F)cccc1F	-6
c1ccc(CCn2c(-c3ccccc3)nc3ccccc32)cc1	-14&1
O=C(CCS(=O)(=O)c1ccccc1)N1CCc2ccccc2C1	-11
O=C(NCCN1CCOCC1)C(=O)Nc1ccc(F)c(Cl)c1	-16
c1cncc(Nc2nc(-c3ccoc3)cs2)c1	3
Cc1cc(C)n([C@@H](C)CC(=O)Nc2ccc(F)cc2)n1	-14
COc1ccccc1CNc1nc(Nc2ccc(C)c(C)c2)c2cnn(-c3ccccc3)c2n1	-11
COc1ccccc1C(C#N)OC (stereo not given)	-3
O=C(COc1ccc(F)cc1)Nc1c(C(=O)Nc2ccc([N+](=O)[O-])cc2)oc2ccccc12	-3
Cc1nc(-n2nc(-c3ccco3)cc2NC(=O)/C=C\c2ccccc2)[nH]c(=O)c1C	2
Cc1ccc(S(=O)(=O)N(CC(O)COc2ccccc2Cl)c2ccc(F)cc2)cc1 (stereo not given)	-7
Continued:
SMILES	SSB-PriA inh
CSc1ccccc1NC(=O)[C@@H]1CCCN1S(=O)(=O)c1ccc(Cl)s1	-10
O=S(=O)(c1cccc(C(F)(F)F)c1)N1CCN(c2ccc3nncn3n2)CC1	-9
Cc1ccc(Cl)c2sc(N3CCN(C(=O)[C@@H]4COc5ccccc5O4)CC3)nc12	-12
COc1ccc2oc(=Nc3ccc(C(=O)O)cc3)c(C(=O)NCc3ccccc3)cc2c1	10
CN(C)C(CNS(=O)(=O)Cc1ccccc1Cl)c1ccc2c(c1)CCO2 (stereo not given)	4
CSc1ncccc1C(=O)NCc1cc(C)oc1C	-19
CNC(=O)c1ccsc1NC(=O)Cc1ccc(C)cc1C	1
O=C(NCCCn1ccnc1)c1nnc2n(c1=O)CCN2c1ccc(F)cc1	0
CCc1cc(C)cc(OCCOc2ccccc2C=NNC(C)=O)c1	-7
CCOC(=O)c1c(C)oc2ccc(N(C(=O)c3ccccc3Cl)S(=O)(=O)c3cccc([N+](=O)[O-])c3)cc12	1
CCOc1coc(C(=O)Nc2cccc(NC(C)=O)c2)cc1=O	-13
O=C(OCC12CC3CC(CC(C3)C1)C2)c1ccccc1	-18
COc1cccc(C2CC(c3cccs3)=NN2C(=O)CSc2nc3c(cnn3-c3ccc(S(N)(=O)=O)cc3)c(=O)[nH]2)c1OC (stereo not given)	-2
Cc1cccc(C)c1NC(=O)C(=O)NC[C@@H](c1cccc2ccccc12)N1CCCC1	10
O=C(c1ccc(C(F)(F)F)nc1)N1CCN(c2ccc(-n3cncn3)nn2)CC1	-2
O=C(NCCn1ncc2c(N3CCN(c4ccccc4)CC3)ncnc21)c1cnccn1	-10
CC(C)COc1ccc(CC(N)=Nn2cnnc2)cc1	4
Cn1ccnc1SCC1CCN(C(=O)c2cc(-c3ccccc3)on2)CC1	16
COC(=O)C1CCN(c2ncnc3[nH]ncc23)CC1	-21
N#CCCn1cc(C=NO)c(-c2ccccc2)n1	-5
CN(C)S(=O)(=O)c1ccc(C(=O)NCCCN2CCN(c3ccccc3)CC2)cc1	-3
O=C(CSc1ncnc2c1oc1ccccc12)c1ccc(Cl)cc1	-6
CCc1ccccc1NC(=O)N1CCN(c2ccc3nnc(-c4ccco4)n3n2)CC1	-28&-10
CCS(=O)(=O)Nc1cccc(C2=NN(C(=O)c3ccc(Br)o3)[C@H](c3ccco3)C2)c1	-15
CCCCCCCCCCCCCCCCCC(=O)N/N=C/c1ccc(Sc2cccc3cccnc23)o1	+
(further entries)
SMILES	SSB-PriA inh
CCC(=O)Nc1cc(C)nn1-c1nc2c(cnn2-c2ccc(F)cc2)c(=O)[nH]1	-4
O=C(O)C1COc2ccccc2C1 (stereo not given)	-4
CN1C(=O)N(C)C2(CCN(C(=O)C3CCCCC3)CC2)C1=O	-11
CC(C)(C)C(=O)NCC12CC3CC(CC(C3)C1)C2	0
COc1ccccc1/C=C/C=NN1CCN(Cc2ccc(Cl)cc2)CC1	58
COc1ccc(Cl)cc1NC(=O)CC(C)n1cncn1 (stereo not given)	6
O=C(CCc1csc(NC(=O)Nc2ccccc2)n1)NCCC1=CCCCC1	-5
Cc1ccc2nc(SCc3ccc(Cl)c(Cl)c3)nc(=O)n2c1	0
CC(C)c1ccc(NS(=O)(=O)c2cccc3cnccc23)cc1	4
COC(=O)c1sc2ccccc2c1S(=O)(=O)NCc1cccc(Cl)c1	-5
O=C(CC1CSc2nc3c(c(=O)n21)CCCC3)NCCc1c[nH]c2ccccc12 (stereo not given)	5
O=C(CN1C(=O)c2ccccc2C1=O)Nc1ccc(N2CCCS2(=O)=O)cc1	-4&-6
CCOC(=O)c1c(-c2cccs2)csc1NC(=O)CCCCCN1C(=O)c2ccccc2C1=O	-5
CS(=O)(=O)N(CC(=O)NN=Cc1cc([N+](=O)[O-])ccc1Cl)c1ccccc1	1
Cn1nc2c(c1NC(=O)c1cc3ccccc3o1)CCC2	-5
O=C(CC(c1ccccc1)c1ccccc1)NCc1cc(-c2ccco2)on1	-12
COc1ccc2c(c1)CCCC2(O)CNC(=O)Nc1ccccc1C(F)(F)F (stereo not given)	-1
Cc1ccc(NC(=O)Cn2cnc3nc(N4CCCCC4)sc3c2=O)cc1Cl	-12
Cc1ccccc1-c1nc(C)c(CNC(=O)c2ccccc2Br)s1	-2
COc1ccc(C=NNC(=O)c2cccnc2)cc1CSc1nc2ccccc2s1	18
Cn1nc(-c2ccccc2NC(=O)Cn2cnc3c2c(=O)n(C)c(=O)n3C)ccc1=O	0
O=C(Nc1ccccc1OC(F)(F)F)C1CCN(c2cc(-n3ccnc3)ncn2)CC1	-4
O=C(CN1C(=O)CCC1=O)NC[C@H](O)c1ccc2c(c1)CCO2	-15
O=C(c1ccccc1Br)N1CCC(CSCc2ccco2)CC1	-23
O=C([C@@H]1CC=CCC1)N1CCC(Oc2cnccn2)CC1	-1

21 entries from above, in CSV form.
canonical_smiles,SSB-PriA inh
CCC(=O)Nc1cc(C)nn1-c1nc2c(cnn2-c2ccc(F)cc2)c(=O)[nH]1,-4
O=C(O)C1COc2ccccc2C1 (stereo not given),-4
CN1C(=O)N(C)C2(CCN(C(=O)C3CCCCC3)CC2)C1=O,-11
CC(C)(C)C(=O)NCC12CC3CC(CC(C3)C1)C2,0
COc1ccccc1/C=C/C=NN1CCN(Cc2ccc(Cl)cc2)CC1,58
COc1ccc(Cl)cc1NC(=O)CC(C)n1cncn1 (stereo not given),6
O=C(CCc1csc(NC(=O)Nc2ccccc2)n1)NCCC1=CCCCC1,-5
Cc1ccc2nc(SCc3ccc(Cl)c(Cl)c3)nc(=O)n2c1,0
CC(C)c1ccc(NS(=O)(=O)c2cccc3cnccc23)cc1,4
COC(=O)c1sc2ccccc2c1S(=O)(=O)NCc1cccc(Cl)c1,-5
O=C(CC1CSc2nc3c(c(=O)n21)CCCC3)NCCc1c[nH]c2ccccc12 (stereo not given),5
O=C(CN1C(=O)c2ccccc2C1=O)Nc1ccc(N2CCCS2(=O)=O)cc1,-4&-6
CCOC(=O)c1c(-c2cccs2)csc1NC(=O)CCCCCN1C(=O)c2ccccc2C1=O,-5
CS(=O)(=O)N(CC(=O)NN=Cc1cc([N+](=O)[O-])ccc1Cl)c1ccccc1,1
Cn1nc2c(c1NC(=O)c1cc3ccccc3o1)CCC2,-5
O=C(CC(c1ccccc1)c1ccccc1)NCc1cc(-c2ccco2)on1,-12
COc1ccc2c(c1)CCCC2(O)CNC(=O)Nc1ccccc1C(F)(F)F (stereo not given),-1
Cc1ccc(NC(=O)Cn2cnc3nc(N4CCCCC4)sc3c2=O)cc1Cl,-12
Cc1ccccc1-c1nc(C)c(CNC(=O)c2ccccc2Br)s1,-2
COc1ccc(C=NNC(=O)c2cccnc2)cc1CSc1nc2ccccc2s1,18
Cn1nc(-c2ccccc2NC(=O)Cn2cnc3c2c(=O)n(C)c(=O)n3C)ccc1=O,0

(listing goes on)
SMILES	SSB-PriA inh
CCCCCCn1c(COc2ccccc2)nc2ccccc21	-36
O=C(Nc1nnc(C2CCC2)s1)c1ccccn1	102*
COC(=O)[C@H](N)c1ccc2ccccc2c1	-16
COc1ccc(NC(=O)CSc2c(C)[nH]c3ccccc23)c(OC)c1	14
COC(=O)C(C)Sc1ncnc2c1oc1ccccc12 (stereo not given)	-20
O=C(CCC(=O)N1N=C(c2ccc(Br)cc2)CC1c1ccc(Br)cc1)Nc1ccc(Cl)cc1Cl (stereo not given)	-14&-10
COc1ccccc1OCC#CCNC(=O)c1csc(C)n1	4
Cc1ccc(C(=O)Nc2nc(-c3ccccn3)cs2)cc1NC(=O)c1ccco1	28
COc1ccccc1NC(=O)CN(C)c1nc2c(F)cccc2s1	-6
O=C(NCc1ccccc1C(F)(F)F)C1CCN(c2cc(Oc3ccccc3)ncn2)CC1	-6
N#CC(c1nc2ccccc2nc1N1CCOCC1)S(=O)(=O)c1ccc(F)cc1 (stereo not given)	-9
Cn1c(C(F)(F)F)nn(CCNC(=O)c2ccc3ncsc3c2)c1=O	0
CCNCc1ccco1	-2&-7
Cc1cccc(CS(=O)(=O)N2CCN(C(=O)c3cnn4ccccc34)CC2)c1	-7
O=C(NCC1(O)CCc2ccccc2C1)C(=O)Nc1cccnc1 (stereo not given)	-2
O=C1NC(=NN=Cc2ccco2)SC1Cc1ccc(F)cc1 (stereo not given)	-8
CC(=NNS(=O)(=O)c1ccc(C)c(C)c1)c1c[nH]c2ccccc12	-2
CCn1c(C)nc2cc(C(=O)NN=Cc3ccccc3)ccc21	-11
COc1ccc(Cl)cc1NC(=O)CC1CCCCN1S(=O)(=O)c1ccc(C)cc1 (stereo not given)	15
O=C(CC1SC(=O)NC1=O)NNC(=O)c1ccccc1O (stereo not given)	-8
C=CCn1c(C)c(C(=O)OC)sc1=Nc1ccccc1	-2
NS(=O)(=O)c1ccc(CCNC(=O)NC2CC(=O)N(c3ccc(Cl)cc3)C2)cc1 (stereo not given)	-11
C=CCn1c(SCC(=O)Nc2ccc(C(=O)OC)cc2)nc2nc(N3CCCCC3)sc2c1=O	-6
COc1ccc(C(CC(=O)c2ccco2)Sc2cccc3cccnc23)cc1OC (stereo not given)	81*

3 entries from above, sorted by formula weight, high to low.
SMILES	SSB-PriA inh
COc1cccc(C2CC(c3cccs3)=NN2C(=O)CSc2nc3c(cnn3-c3ccc(S(N)(=O)=O)cc3)c(=O)[nH]2)c1OC (stereo not given)	-2
Cc1cccc(CS(=O)(=O)N2CCN(C(=O)c3cnn4ccccc34)CC2)c1	-7
Cc1cc(C)n([C@@H](C)CC(=O)Nc2ccc(F)cc2)n1	-14

Assay outcomes (PubChem)

A portion of the library; count on the stated rates, not on these rows.
